Screening data deposited in PubChem by several laboratories.
M18AAP inhibitor – PfM18AAP inhibitors, malaria aminopeptidase, primary screen, biochemical, QFRET, recombinant enzyme. H-Glu-NHMec fluorogenic cleavage. 290,000 compounds, 1.2% hits. M18 aspartyl aminopeptidase (Plasmodium falciparum 3D7). inhibition, % at 7.35 µM;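 active = inhibition above the campaign mean inhibition over all tested compounds plus 3 SD, cut at about 28% in these data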;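 note: 0% = plate median of test compound wells and 100% = 2 mM ZnCl2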
MEKK2 mut-MEK5 – MEK5 binding signal on mutant MEKK2 PB1, primary screen, biochemical, multiplex bead flow cytometry, Alexa488-MEK5. Alexa488-MEK5 binding to MEKK2 mutant. percent response, % at 10 µM. 290,000 compounds, 0.35% hits; in the data active = percent response above about 24%, passing the limit was not always enough; note: inactives centre near 1; some results filed as inactive read as strong as hits; reference of the scale not given here
p-CIP stab down – p/CIP-EGFP fusion destabilizers, primary screen, fluorescence, F442A cells. Q05BA5. 16 h. decrease of EGFP signal, % at 10 µM. 290,000 compounds, 0.01% hits;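 active = EGFP signal decrease of at least 30% at 10 µM or well 3 SD below plate mean, unless failing retest; inactive = the rest, including hits failing retest or dose response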; note: some compounds called inactive have numbers as strong as hits; many of its hits are not listed in these tables
Target sequence (Q05BA5 1-1403): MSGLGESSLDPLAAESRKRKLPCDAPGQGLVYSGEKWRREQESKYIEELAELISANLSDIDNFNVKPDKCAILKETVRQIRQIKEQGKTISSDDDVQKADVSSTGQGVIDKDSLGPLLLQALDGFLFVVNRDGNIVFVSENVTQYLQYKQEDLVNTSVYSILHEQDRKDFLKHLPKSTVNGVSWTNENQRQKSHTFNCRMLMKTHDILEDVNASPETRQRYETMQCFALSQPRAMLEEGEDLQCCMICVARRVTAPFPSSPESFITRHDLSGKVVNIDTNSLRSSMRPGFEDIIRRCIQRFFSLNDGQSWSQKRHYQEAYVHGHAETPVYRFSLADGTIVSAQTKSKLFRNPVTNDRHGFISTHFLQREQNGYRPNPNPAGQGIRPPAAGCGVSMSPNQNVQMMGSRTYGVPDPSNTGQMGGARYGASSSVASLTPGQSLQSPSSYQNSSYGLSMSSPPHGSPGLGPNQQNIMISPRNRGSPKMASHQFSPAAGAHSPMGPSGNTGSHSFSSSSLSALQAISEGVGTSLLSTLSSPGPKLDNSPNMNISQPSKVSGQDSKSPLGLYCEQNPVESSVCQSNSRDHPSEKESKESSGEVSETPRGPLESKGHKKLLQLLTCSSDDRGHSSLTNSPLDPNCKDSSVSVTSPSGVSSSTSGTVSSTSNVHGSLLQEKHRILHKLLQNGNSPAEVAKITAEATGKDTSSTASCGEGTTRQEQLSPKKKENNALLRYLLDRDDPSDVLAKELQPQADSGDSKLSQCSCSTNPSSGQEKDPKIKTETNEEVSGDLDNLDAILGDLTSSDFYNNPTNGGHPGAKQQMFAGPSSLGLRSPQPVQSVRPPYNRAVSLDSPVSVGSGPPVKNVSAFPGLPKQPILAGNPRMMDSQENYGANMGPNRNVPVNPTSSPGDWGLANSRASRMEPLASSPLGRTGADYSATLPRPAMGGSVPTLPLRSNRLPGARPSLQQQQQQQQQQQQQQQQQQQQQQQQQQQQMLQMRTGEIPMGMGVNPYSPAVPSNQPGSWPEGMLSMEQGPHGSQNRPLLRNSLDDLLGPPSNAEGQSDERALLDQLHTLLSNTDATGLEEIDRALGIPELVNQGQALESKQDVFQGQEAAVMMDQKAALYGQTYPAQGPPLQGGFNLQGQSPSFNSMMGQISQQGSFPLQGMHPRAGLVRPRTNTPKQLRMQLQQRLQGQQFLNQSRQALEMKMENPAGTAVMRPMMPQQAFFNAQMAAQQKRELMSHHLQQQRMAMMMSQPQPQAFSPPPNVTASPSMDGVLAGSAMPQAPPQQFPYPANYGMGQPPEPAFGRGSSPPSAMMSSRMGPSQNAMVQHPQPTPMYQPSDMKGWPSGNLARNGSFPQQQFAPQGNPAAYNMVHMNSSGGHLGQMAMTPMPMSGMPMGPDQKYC
MEKK3 PB1 HTS – modulators of MEKK3-MEK5 PB1 binding, primary screen, biochemical, wildtype MEKK3, multiplex bead flow cytometry, Alexa488-MEK5. binding response (% of control), % at 10 µM. Mitogen-activated protein kinase kinase kinase 3 (Homo sapiens), Q99759. 290,000 compounds, 1.4% hits. AID 1529, 2009. bead-based flow cytometry, Alexa488-MEK5 binding to MEKK3; actives lie on both sides; 0 = blocked by unlabeled MEK5, 100 = vehicle;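 active = binding response more than 3 SD above or below the average of its plate-row segment, actives on both sides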;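 note: Alexa488 bead fluorescence after subtracting the streptavidin-only scavenger bead signal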
MEKK2 WT-MEK5 – modulators of MEK5 binding to wildtype MEKK2, primary screen, biochemical, multiplex bead flow cytometry, Alexa488-MEK5; Mitogen-activated protein kinase kinase kinase 2 (Homo sapiens), Q9Y2U5; Alexa488-MEK5 binding to MEKK2 WT; actives lie on both sides; binding response (% of control), % at 10 µM; 290,000 compounds, 1.1% hits; AID 1531, 2009; in the data active = binding response below about 67% or above about 130%
IDE cell activ – human IDE activators in live cells, primary screen, fluorescence polarization, HEK cells, FAbeta-B substrate | Insulin-degrading enzyme (Homo sapiens), P14735 | FAbeta-B cleavage; 0% vehicle, 100% cell-free pure enzyme wells | activation, % at 5.96 µM | 340,000 compounds, 0.073% hits;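 active = activation above the mean of all tested compounds plus 3 SD, set per screening campaign, cut at about 17% in these data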
IDE cell inh – human IDE inhibitors in live cells, primary screen, fluorescence polarization, HEK cells, FAbetaB substrate. Insulin-degrading enzyme (Homo sapiens), P14735. FAbetaB cleavage. inhibition, % at 5.59 µM. 320,000 compounds, 0.41% hits. AID 434962, 2010;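 active = percent inhibition above the average of all tested compounds plus 3 SD, set per screening campaign, cut at about 16% in these data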;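 note: IDE supplied by intact live HEK cells; FP after avidin binding of uncleaved biotin substrate so inhibition keeps polarization high; 0% = DMSO wells and 100% = 60 µM reference IDE inhibitor Ii1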
UBC9 SUMO inh – inhibitors of in vitro SUMOylation cascade, primary screen, biochemical, HTRF, uHTS; inhibition, % at 35 µM; HTRF SUMOylation assay, SAE1/SAE2 + UBC9; SUMO-conjugating enzyme UBC9 (Homo sapiens), P63279; AID 2006, 2009; 290,000 compounds, 0.36% hits; in the data active = inhibition above about 50%, passing the limit was not always enough; note: strong numbers were not always called active
NALP1 yeast inh – NALP1 inflammasome inhibitors in reconstituted yeast, colorimetric, S. cerevisiae, triplicate retest. S. cerevisiae NALP1/ASC/caspase-1 growth, X-gal OD620, 72 h. inhibition, % at 10 µM. 280,000 compounds, 0.61% hits; in the data active = inhibition mostly above about 24%, no sharp cut-off; inactive = mostly below about 32%; note: some compounds called inactive have numbers as strong as hits
Starred values were filed as active, the others as inactive; nt = no result given; [ ] = another dose, or the depositor's remark.

M18AAP inhibitor	MEKK2 mut-MEK5	p-CIP stab down	MEKK3 PB1 HTS	MEKK2 WT-MEK5	IDE cell activ	IDE cell inh	UBC9 SUMO inh	NALP1 yeast inh	Molecule
-7	1	-9	99	102	0	-1	-15	30	COc1ccc(N=C2SC(C(=O)Nc3ccc(OC)cc3)CC(=O)N2CCN2CCOCC2)cc1 (stereo not given)
-6	-5	12	95	98	-2	-3	0	2	Cc1[nH]ccc(=O)c1OCc1c(F)cccc1Cl
2	nt	-8	nt	nt	-2	2	10	20	O=[N+]([O-])c1ccc(C2CCCC/C2=N\OCc2cccc(F)c2)c([N+](=O)[O-])c1 (stereo not given)
-11	0	16	101	102	6	-3	5	-10	CC1CN(c2ccc(Cl)nn2)CC(C)O1 (stereo not given)
9	13	-15	109	119	3	2	-17	20	O=S(=O)(NCC(c1cccnc1)N1CCN(Cc2ccccc2)CC1)c1ccccc1 (stereo not given)
3	-4	14	109	103	5	-4	9	16	CCC(C)(C)NC(=O)c1cc(S(=O)(=O)N2CCCCC2)ccc1N1CCOCC1
nt	7	-8	80	88	4	2	5	21	Cc1cc(-c2cc(-c3ccc(Cl)cc3)on2)nc(NC2CCCC2)n1
3	6	-1	105	104	4	1	-4	3	CCc1c(C(=O)NNC(=S)NCC(C)C)csc1C
-10	-4	-12	98	101	nt	1	18	nt	Cn1nc(-c2ccccc2)cc1NC(=O)Nc1ccccc1F
-1	1	6	103	99	2	-2	0	-1	COc1cccc(C(=O)NC(=S)N2CCN(c3ccc(C(F)(F)F)cc3[N+](=O)[O-])CC2)c1
16	0	-7	108	106	-6	2	-24	-19	COc1ccc(OC)c2sc(NNC(=O)COc3ccccc3)nc12
-5	13	-12	104	108	2	4	11	11	CC(=O)c1cccc(S(=O)(=O)N2CCC(c3nc4ccccc4[nH]3)CC2)c1
3	2	4	98	101	-1	-4	-9	3	Cc1ccc(S(=O)(=O)Cn2nnnc2C(CC(C)C)N2CCN(c3ccccc3)CC2)cc1 (stereo not given)
1	8	-7	99	104	6	0	-12	17	COc1cc(Cl)c(CN2CCC(CO)(CCOc3ccccc3)CC2)cc1OC
-6	4	2	105	105	1	4	1	14	COc1ccc(C)cc1S(=O)(=O)Nc1cccc(Cl)c1Cl
2	3	-8	102	108	0	-3	-1	7	O=C(NCCCc1ccccc1)C(=O)NCC1OCCN1S(=O)(=O)c1ccc(F)cc1 (stereo not given)
9	-6	3	78	83	8	3	-16	-3	COc1cc(C(=O)Nc2ccc(O)cc2C(=O)O)ccc1OC(C)=O
8	1	-5	99	105	4	0	-18	-12	COc1cc(CN2CCCC(CO)(Cc3cccc(Cl)c3)C2)cc2c1OCO2 (stereo not given)
-4	4	-3	101	103	-1	1	-7	4	CS(=O)(=O)N1CCc2cc(C(=O)Nc3ccc(Br)cc3)ccc21
-13	3	6	102	101	0	7	-3	4	CCOc1cc(C(=O)Nc2ccc3c4c(cccc24)C(=O)N3CC)cc(OCC)c1OCC
-18	0	8	99	104	-8	0	3	26	CCCS(=O)(=O)c1ccc(COC(=O)Cc2ccc([N+](=O)[O-])cc2)cc1
-7	-2	-14	115	103	-3	3	4	21	CCOc1cc(C(=O)NC(=S)Nc2cccnc2)cc(OCC)c1OCC
-5	-1	-2	99	96	1	-1	-3	-4	Cc1ccc(-c2nc(N)sc2C)cc1
2	-2	-14	100	100	2	-1	20	-6	CSCC[C@H](NC(=O)OC(C)(C)C)C(=O)N1CCC(C(=O)N[C@@H](Cc2c[nH]c3ccccc23)C(=O)O)CC1
0	1	-3	106	106	-9	11	-5	nt	CC(=O)c1cccc(N=C2NC(=O)C(CO)(CO)S2)c1
-7	8	-14	101	106	0	-3	5	-15	Cc1nnc(NC(=O)CN2CCN(Cc3ccc(F)cc3Cl)CC2)s1
3	7	-7	105	108	5	1	-10	-6	COC(=O)c1cccc(NC(=S)N2CCCCC2)c1
-2	-1	-6	97	95	2	7	8	24	Cc1ccc(Cl)cc1N(C)C(=O)Cn1ncc2c([nH]c3ccccc32)c1=O
3	4	-6	101	101	0	-1	-6	18	C#CCOc1ccc(/C=C2/C(=O)NN(c3ccc(F)cc3)C2=O)cc1OC
1	-3	-6	97	80	-1	-2	11	28	CCC1=NC(c2ccc(Br)cc2)N(O)C1(C)C (stereo not given)
-19	8	-6	106	108	-2	-6	14	13	COc1ccc(-c2c(C)nn3c(N)c(-c4ccccc4)cnc23)cc1OC
-5	-2	-13	93	95	1	6	8	5	N#C/C(=C(/O)Cc1ccccc1)P(=O)(c1ccccc1)c1ccccc1

3 entries drawn at random from those above, as already listed:
M18AAP inhibitor	MEKK2 mut-MEK5	p-CIP stab down	MEKK3 PB1 HTS	MEKK2 WT-MEK5	IDE cell activ	IDE cell inh	UBC9 SUMO inh	NALP1 yeast inh	Molecule
-5	-2	-13	93	95	1	6	8	5	N#C/C(=C(/O)Cc1ccccc1)P(=O)(c1ccccc1)c1ccccc1
-2	-1	-6	97	95	2	7	8	24	Cc1ccc(Cl)cc1N(C)C(=O)Cn1ncc2c([nH]c3ccccc32)c1=O
-7	8	-14	101	106	0	-3	5	-15	Cc1nnc(NC(=O)CN2CCN(Cc3ccc(F)cc3Cl)CC2)s1

Continuation.
M18AAP inhibitor	MEKK2 mut-MEK5	p-CIP stab down	MEKK3 PB1 HTS	MEKK2 WT-MEK5	IDE cell activ	IDE cell inh	UBC9 SUMO inh	NALP1 yeast inh	Molecule
7	4	-13	105	105	8	6	1	-18	CCOC(=O)C(=CNc1cc(C(F)(F)F)ccc1N1CCOCC1)C(=O)OCC
-6	nt	-3	nt	nt	1	0	15	41	Cc1nnc(NC(=O)CSc2nc(C(C)C)nc3ccccc23)s1
4	13	3	97	115	4	-3	15	23	Cn1c(=O)nc2n(Cc3ccccc3)c3cccc(Cl)c3cc-2c1=O
11	4	-5	104	102	-1	2	13	10	Cc1c(C(=O)N(Cc2ccc(N(C)C)cc2)CC2CCCO2)oc2ccccc12 (stereo not given)
-3	2	12	101	100	0	0	2	8	CSc1ncccc1C(=O)OCC(=O)NC(C)C
6	8	5	101	71	3	5	97*	25	O=C(O)C1Nc2c(O)cccc2C2C=CCC12 (stereo not given)
-4	-2	-5	103	95	6	-2	nt	18	O=C(C1CCOCC1)N1CCCC(N2CCN(c3ccc(F)cc3)CC2)C1 (stereo not given)
-4	7	-3	82	81	-5	-1	-3	18	Cc1ccccc1NC(=S)NC(C)C(c1cccs1)N1CCOCC1 (stereo not given)
-9	-4	-5	100	98	-2	-1	9	13	CN(C[C@H](Cc1ccccc1)N(C[C@H](c1ccccc1)N(CCc1ccccc1)N=O)N=O)N=O
-5	-61	-8	47*[inhibitor]	34*[inhibitor]	1	13	-19	12	CC(C)(C)c1ccc(NC(=O)c2c(F)cccc2Cl)cc1
-10	0	-3	122	103	0	-9	9	33	C/C(=N\NC(=O)Cn1nc(C)c(Br)c1C)c1cccs1
3	-6	4	98	91	1	-5	-12	22	CCCCCCCC(=O)Nc1cc(C(=O)NCCC)ccc1N1CCC2(CC1)CC(c1ccccc1)=NO2
0	-8	5	86	88	0	4	0	13	CCCC(=O)Nc1cc(OC)c(NC(=O)NC2CCCCC2)cc1OC
0	-2	0	77	82	4	-1	5	10	COc1ccc(NC(=O)c2c(OC)cccc2OC)c(OC)c1
3	2	-5	100	97	2	0	1	-3	Cc1ccccc1CN1C(=O)c2ccccc2S1(=O)=O
7	1	-10	95	96	5	5	19	3	Cc1ccc(C)c(OC(C)C(=O)Nc2ccc(S(=O)(=O)Nc3nccs3)cc2)c1 (stereo not given)
-8	13	-20	100	111	4	0	-24	13	CC(C)(C)CC(C)(C)NC(=S)NC1CCN(Cc2ccccc2)CC1
-4	-4	-5	101	100	2	1	-8	16	O=c1oc(-c2ccco2)nc2c1cnn2-c1ccccc1
1	9	-7	107	111	-3	nt	-7	-1	O=C(Nc1cccc([N+](=O)[O-])c1)NC1CCCCCCC1
4	4	-26	104	100	-1	-2	-20	8	CCCCn1c(CN2CCN(c3cccc(Cl)c3)CC2)nc2c1c(=O)[nH]c(=O)n2C
-7	-7	-18	108	109	2	0	21	13	CCCCn1c(=O)n(CC(=O)Nc2c(CC)cccc2CC)c(=O)c2c1nc(CO)n2CCC
-1	-5	1	97	95	1	-1	5	13	COc1ccc(OCC(=O)N/N=C/c2ccncc2)cc1
1	1	5	105	108	11	6	3	26	O=c1[nH]nc(Cc2ccc(-c3ccc(Cl)cc3)o2)c2ccccc12
5	-1	0	98	96	-1	2	4	42	CC(=O)Nc1cc(C(=O)NCc2ccco2)ccc1Sc1ccc(Cl)cc1
6	6	-3	105	104	9	2	-12	0	COc1ccccc1OCc1ccc(C(=O)NN)o1
1	-10	-8	95	92	4	0	21	6	CC(C(=O)NC1CCCC1)N(C(=O)c1ccc(-c2ccccc2)[nH]1)c1ccccc1F (stereo not given)
-3	3	-2	99	102	3	0	-2	3	C=CCC1(CC=C)CCCN1C(=O)CC1C(=O)NCCN1Cc1cc(OC)cc(OC)c1 (stereo not given)
5	5	0	98	102	6	6	7	-1	Cc1ccc(S(=O)(=O)Nc2cccc(C(=O)N3CCOCC3)c2)c(C)c1NS(C)(=O)=O

These rows are one share of the data (hit frequency here may not be typical).
